High-throughput results from PubChem BioAssay.
H1N1 NS1A inhibition = H1N1 influenza NS1A inhibitors, functional cell based assay (AID 504329) | inhibition, % at 12.5 µM; hits with a dose series show IC50 in µM | 340,000 compounds, 0.3% hits | NS1A functional cell-based assay, percent inhibition; higher % means a stronger effect; in the data active = a potency from the dose series; inconclusive = inhibition above about 27% without an active follow-up result; note: strong numbers were not always called active
M. tuberculosis = growth inhibition of non-replicating M. tuberculosis (AID 488890); Mycobacterium tuberculosis non-replicating, growth inhibition; higher % means a stronger effect; one-dose inhibition, % at 25 µM; IC50 in µM for titrated hits; 320,000 compounds, 0.39% hits; in the data active = a potency from the dose series; inconclusive = inhibition mostly from about 82% at the one dose, without a potency; inactive = the rest, 99 in 100 with inhibition below about 76%;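 note: plate controls were DMSO cells for no effect and high antibiotic wells for full effect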
PhoP GFP inhibition = PhoP regulon inhibitors, Salmonella typhi PhoP promoter GFP reporter, confirmatory (AID 1850); Salmonella Typhi PhoP-promoter GFP reporter, fluorescence, 4 h; higher % means a stronger effect; inhibition, % at 50 µM, or IC50 in µM where a hit was titrated; 310,000 compounds, 0.33% hits; in the data active = a potency from the dose series; inconclusive = inhibition mostly from about 25% at the one dose, without a potency; inactive = the rest, 99 in 100 with inhibition below about 19%;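 note: 0% = induced wells with vehicle and 100% = uninduced wells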
VEEV TC-83 Vero = inhibitors of VEEV TC-83 cytopathic effect, confirmation, Vero cells (AID 588727) | 350,000 compounds, 0.13% hits | Vero cells, VEEV TC-83 cytopathic effect inhibition; higher % means a stronger effect | one-dose inhibition, % at 20 µM; IC50 in µM for titrated hits; in the data active = a potency from the dose series; inconclusive = inhibition mostly from about 14% at the one dose, without a potency; inactive = the rest, 99 in 100 with inhibition below about 12%; note: strong numbers were not always called active
H37Rv inhibition = M. tuberculosis growth inhibition, HTS (AID 449762); 330,000 compounds, 0.59% hits; M. tuberculosis H37Rv growth inhibition, 7H9 media; higher % means a stronger effect; inhibition, % at 25 µM; hits with a dose series show IC50 in µM; in the data active = a potency from the dose series; inconclusive = inhibition above about 70% without an active follow-up result;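 note: bacterial growth assessed after seven days of incubation; strong numbers were not always called active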
VEEV TC-83 Vero 10K pilot screen = further read-out of VEEV TC-83 Vero, marked with its call; inhibition, %; measured here: 10K pilot screen inhibition
The depositor's hits bear a star. This is a random part of the collection; overall some 1.6% were active at least once.

For COC(=O)C1CCN(c2cc(=O)n(Cc3ccc(F)cc3)c(=O)[nH]2)CC1 the results were H1N1 NS1A inhibition 0%, M. tuberculosis -6%, PhoP GFP inhibition -4%, VEEV TC-83 Vero inactive and H37Rv inhibition -2%.
Screening COCCN(C(=S)Nc1cc(C)cc(C)c1)C(C)c1ccco1 (stereo unspecified) returned H1N1 NS1A inhibition -14%, M. tuberculosis 3%, PhoP GFP inhibition -5%, VEEV TC-83 Vero 1.1% and H37Rv inhibition -8%.
`CCN(C#N)c1nc(NC(C)C)nc(NC(C)(C)C)n1` gave H1N1 NS1A inhibition -2%, M. tuberculosis 37%, PhoP GFP inhibition -18%, VEEV TC-83 Vero 2.3% and H37Rv inhibition 11%.
For COc1cccc(-c2nn(-c3ccccc3)cc2C(=O)O)c1 the results were H1N1 NS1A inhibition -19%, M. tuberculosis -2%, PhoP GFP inhibition 8%, VEEV TC-83 Vero 1.2% and H37Rv inhibition 1%.
CC(C)CN(C)C(=O)CC1C(=O)NCCN1C (stereo unspecified) was read as H1N1 NS1A inhibition -1%, M. tuberculosis -30%, PhoP GFP inhibition 8%, VEEV TC-83 Vero inactive and H37Rv inhibition -9%.
Screening Cc1ccc(C(=O)NC(=S)Nc2ccccc2N2CCOCC2)cc1C returned H1N1 NS1A inhibition 1%, M. tuberculosis 14%, PhoP GFP inhibition -11%, VEEV TC-83 Vero 0.3% and H37Rv inhibition -7%.
For CSCCC(NC(=O)COc1ccccc1)C(=O)N1CCCC(C)C1 (stereo unspecified) the results were H1N1 NS1A inhibition 2%, M. tuberculosis -8%, PhoP GFP inhibition -8%, VEEV TC-83 Vero 3.0% and H37Rv inhibition -23%.
`CN(C)S(=O)(=O)c1ccc(NC(=O)c2c(F)cccc2Cl)cc1` gave H1N1 NS1A inhibition 2%, M. tuberculosis 2%, PhoP GFP inhibition 4%, VEEV TC-83 Vero 0.6% and H37Rv inhibition 0%.
CCCCCSc1ncccc1C(=O)O was read as H1N1 NS1A inhibition 2%, M. tuberculosis 2%, PhoP GFP inhibition -5%, VEEV TC-83 Vero inactive and H37Rv inhibition -1%.
Cc1csc(CNc2ncnc3ccc(-c4ccccc4Cl)cc23)c1 was read as H1N1 NS1A inhibition -4%, M. tuberculosis 16%, VEEV TC-83 Vero 0.3%, H37Rv inhibition 8% and VEEV TC-83 Vero 10K pilot screen 4.4.

Brought forward from above: 2 compounds; new compounds follow.
CCCCCSc1ncccc1C(=O)O was read as H1N1 NS1A inhibition 2%, M. tuberculosis 2%, PhoP GFP inhibition -5%, VEEV TC-83 Vero inactive and H37Rv inhibition -1%.
Cc1csc(CNc2ncnc3ccc(-c4ccccc4Cl)cc23)c1 was read as H1N1 NS1A inhibition -4%, M. tuberculosis 16%, VEEV TC-83 Vero 0.3%, H37Rv inhibition 8% and VEEV TC-83 Vero 10K pilot screen 4.4.
CCCCN(C(=O)C(CCSC)N1C(=O)c2ccccc2C1=O)c1c(N)n(CCC)c(=O)[nH]c1=O (stereo unspecified) was read as H1N1 NS1A inhibition -2%, M. tuberculosis -7%, VEEV TC-83 Vero inactive and H37Rv inhibition -9%.
For COc1ccc(C(=O)Oc2ccc3c(c2)OCO3)cc1OC the results were H1N1 NS1A inhibition 3%, M. tuberculosis 15%, PhoP GFP inhibition -7%, VEEV TC-83 Vero inactive and H37Rv inhibition 2%.
For Cc1ccccc1NC(=O)C(C)OC(=O)C1CC(=O)N(Cc2ccco2)C1 (stereo unspecified) the results were H1N1 NS1A inhibition -2%, M. tuberculosis -14%, VEEV TC-83 Vero inactive and H37Rv inhibition -21%.
`Cc1noc(C)c1NC(=O)N(C)C[C@H]1Oc2ccc(NC(=O)C3CCCCC3)cc2C(=O)N([C@H](C)CO)C[C@@H]1C` gave H1N1 NS1A inhibition -15%, M. tuberculosis 9%, VEEV TC-83 Vero 2.2% and H37Rv inhibition 4%.
CC1(c2ccc(OC(F)F)cc2)NC(=O)N(CC(=O)Nc2cccnc2Cl)C1=O (stereo unspecified) was read as H1N1 NS1A inhibition -3%, M. tuberculosis -2%, PhoP GFP inhibition 2%, VEEV TC-83 Vero 3.3% and H37Rv inhibition -4%.
Screening CC1(C)Cc2c(sc3nc(N/N=C/c4ccccc4)[nH]c(=O)c23)CO1 returned H1N1 NS1A inhibition 18%, M. tuberculosis -10%, PhoP GFP inhibition -7%, VEEV TC-83 Vero 0.7% and H37Rv inhibition 6%.
CN1CCN(C2=C(Cl)C(=O)N(C3CCCCC3)C2=O)CC1 was read as H1N1 NS1A inhibition -2%, M. tuberculosis 1%, PhoP GFP inhibition 11%, VEEV TC-83 Vero inactive and H37Rv inhibition 2%.
`COc1ccc2c(-c3ccccc3)cc(=O)[nH]c2c1` gave H1N1 NS1A inhibition 5%, PhoP GFP inhibition -11% and VEEV TC-83 Vero 1.3%.
Cc1ccc2c(c1)nnn2C1CCN(S(=O)(=O)c2ccc(C(=O)O)cc2)CC1 was read as H1N1 NS1A inhibition 5%, M. tuberculosis 6%, PhoP GFP inhibition 1%, VEEV TC-83 Vero 0.1% and H37Rv inhibition 11%.
For C=CCOC(=O)C1=C[C@H](c2ccc3c(c2)OCO3)C[C@H](OCCCCO)O1 the results were H1N1 NS1A inhibition -10%, M. tuberculosis 28%, PhoP GFP inhibition 6%, VEEV TC-83 Vero 0.1% and H37Rv inhibition 4%.
COCCNc1nc(-c2cc(C(=O)Nc3ccccc3)on2)cc(C(C)C)n1 was read as M. tuberculosis 14%, PhoP GFP inhibition -2% and H37Rv inhibition 14%.
Screening CCOc1ccc(NC(=O)Cc2cccc3ccccc23)c([N+](=O)[O-])c1 returned H1N1 NS1A inhibition -3%, M. tuberculosis 10%, PhoP GFP inhibition -5%, VEEV TC-83 Vero 0.8% and H37Rv inhibition 24%.
CC(C)(C)n1nc2c(c1NC(=O)c1ccc(S(=O)(=O)N3CCCC3)cc1)CSC2 was read as H1N1 NS1A inhibition -1%, M. tuberculosis 11%, PhoP GFP inhibition -4%, VEEV TC-83 Vero inactive and H37Rv inhibition -1%.
Cc1ccc(S(=O)(=O)N2CCNC(=O)CC2)cc1 was read as H1N1 NS1A inhibition -2%, M. tuberculosis -8%, PhoP GFP inhibition -2%, VEEV TC-83 Vero 0.2% and H37Rv inhibition -7%.
For O=C(NCc1ccc(F)cc1)c1ccncc1 the results were H1N1 NS1A inhibition -1%, M. tuberculosis 55%, PhoP GFP inhibition -6%, VEEV TC-83 Vero 1.1% and H37Rv inhibition 0%.
For CC1CCCC(C)N1S(=O)(=O)c1ccc(NC(=O)CCn2cnc3ccccc3c2=O)cc1 (stereo unspecified) the results were H1N1 NS1A inhibition 27%, M. tuberculosis 0%, PhoP GFP inhibition 16%, VEEV TC-83 Vero 4.8% and H37Rv inhibition -3%.
Screening Cc1ccc(CNC(=O)c2cc3c(=O)n4ccccc4nc3n(Cc3ccco3)c2=N)cc1 returned H1N1 NS1A inhibition 33%, M. tuberculosis 75%, PhoP GFP inhibition -7%, VEEV TC-83 Vero 5.6% and H37Rv inhibition inconclusive.
For COc1ccc(-c2cn3cc(Br)cnc3n2)cc1 the results were H1N1 NS1A inhibition 11%, M. tuberculosis 20%, PhoP GFP inhibition 13%, VEEV TC-83 Vero 0.4% and H37Rv inhibition 8%.
For COc1ccc(-c2ccnc3nc(-n4cccc4)nn23)cc1 the results were H1N1 NS1A inhibition 5%, M. tuberculosis 3%, PhoP GFP inhibition 0%, VEEV TC-83 Vero 1.7% and H37Rv inhibition 0%.
Screening CCCN(CC(=O)Nc1ccccc1OC)C(=O)c1ccc(S(=O)(=O)NCc2ccco2)cc1 returned H1N1 NS1A inhibition -3%, M. tuberculosis 22%, VEEV TC-83 Vero inconclusive and H37Rv inhibition 3%.

A draw from above in order of number of heavy atoms, lowest first:
For COc1cccc(-c2nn(-c3ccccc3)cc2C(=O)O)c1 the results were H1N1 NS1A inhibition -19%, M. tuberculosis -2%, PhoP GFP inhibition 8%, VEEV TC-83 Vero 1.2% and H37Rv inhibition 1%.
CC(C)(C)n1nc2c(c1NC(=O)c1ccc(S(=O)(=O)N3CCCC3)cc1)CSC2 was read as H1N1 NS1A inhibition -1%, M. tuberculosis 11%, PhoP GFP inhibition -4%, VEEV TC-83 Vero inactive and H37Rv inhibition -1%.
CCCCN(C(=O)C(CCSC)N1C(=O)c2ccccc2C1=O)c1c(N)n(CCC)c(=O)[nH]c1=O (stereo unspecified) was read as H1N1 NS1A inhibition -2%, M. tuberculosis -7%, VEEV TC-83 Vero inactive and H37Rv inhibition -9%.

Later entries
Cn1c(=O)c2c3c(sc2n2c(SCc4ccccc4)nnc12)CCCC3 was read as M. tuberculosis -1%, PhoP GFP inhibition -4% and H37Rv inhibition 10%.
`O=C(CCNS(=O)(=O)c1ccccc1C(F)(F)F)NCCCc1ccccc1` gave H1N1 NS1A inhibition -6%, M. tuberculosis 21%, VEEV TC-83 Vero 5.7% and H37Rv inhibition -9%.
`CCOC(=O)c1ccc(NS(=O)(=O)c2cc3c(cc2C)NC(=O)CO3)cc1` gave H1N1 NS1A inhibition 4%, M. tuberculosis 28%, PhoP GFP inhibition -8%, VEEV TC-83 Vero 0.4% and H37Rv inhibition inconclusive.
`CCCCN1C(=O)C(=O)N(CC(=O)Nc2cc(OCC)c(N3CCOCC3)cc2OCC)C1=O` gave H1N1 NS1A inhibition -4%, M. tuberculosis 3%, PhoP GFP inhibition 5%, VEEV TC-83 Vero 1.1% and H37Rv inhibition 0%.
For COCCN(CCOC)C(=S)Nc1ccccc1Cl the results were H1N1 NS1A inhibition -8%, M. tuberculosis -2%, PhoP GFP inhibition -4%, VEEV TC-83 Vero inactive and H37Rv inhibition -9%.
`CC(=O)Nc1ccc(S(=O)(=O)NNC(=O)COc2ccc(Cl)cc2Cl)cc1` gave H1N1 NS1A inhibition -7%, M. tuberculosis -9%, PhoP GFP inhibition -18%, VEEV TC-83 Vero 0.4% and H37Rv inhibition -9%.
Cc1ccc(-n2c(O)c(C=Nc3ccc4c(c3)OCO4)c3ccccc3c2=O)cc1C was read as H1N1 NS1A inhibition -6%, PhoP GFP inhibition -9% and VEEV TC-83 Vero inactive.
For O=[N+]([O-])c1ccccc1/C=N/OCc1ccccc1 the results were H1N1 NS1A inhibition 5%, M. tuberculosis 39%, PhoP GFP inhibition 9%, VEEV TC-83 Vero 1.7% and H37Rv inhibition 1%.
Screening COc1ccc(NC(=O)c2cccnc2C(=O)O)c(OC)c1 returned H1N1 NS1A inhibition 6%, M. tuberculosis 0%, PhoP GFP inhibition -4%, VEEV TC-83 Vero 0.7% and H37Rv inhibition 3%.
`COc1ccccc1NS(=O)(=O)c1ccc(C(=O)NCc2ccc(S(N)(=O)=O)cc2)cc1` gave H1N1 NS1A inhibition 15%, M. tuberculosis 8%, VEEV TC-83 Vero inactive and H37Rv inhibition -9%.
For CCOC(CNC(=O)c1cccc([N+](=O)[O-])c1)OCC the results were H1N1 NS1A inhibition 0%, M. tuberculosis -3%, PhoP GFP inhibition 0%, VEEV TC-83 Vero 0.6% and H37Rv inhibition 5%.
CCCCn1c(N)c(N(CCOC)C(=O)COC(=O)CCOc2ccc(C)cc2)c(=O)[nH]c1=O was read as H1N1 NS1A inhibition 1%, M. tuberculosis 18%, VEEV TC-83 Vero 0.6% and H37Rv inhibition 4%.
Screening O=C(CN1C(=O)c2cccc3cccc(c23)C1=O)N1CCOCC1 returned H1N1 NS1A inhibition -8%, M. tuberculosis -8%, PhoP GFP inhibition 15%, VEEV TC-83 Vero 0.9% and H37Rv inhibition 2%.
`O=C(CSc1nnc(COc2ccccc2)o1)Nc1ccc(F)cc1` gave H1N1 NS1A inhibition -7%, M. tuberculosis 77%, PhoP GFP inhibition 0%, VEEV TC-83 Vero 0.2% and H37Rv inhibition -8%.
Screening COc1ccc2nc(NC(=O)c3ccccc3C(=O)O)sc2c1 returned H1N1 NS1A inhibition 0%, M. tuberculosis -8%, PhoP GFP inhibition -2%, VEEV TC-83 Vero 0.3% and H37Rv inhibition 9%.
`Cc1nc2ccc(NC(=O)c3ccc(Cl)nc3)cc2s1` gave H1N1 NS1A inhibition -2%, M. tuberculosis 63%, PhoP GFP inhibition 9%, VEEV TC-83 Vero 0.5% and H37Rv inhibition 56%.
`CCCOC(=O)COc1cc(C)cc2oc(=O)c3c(c12)CCC3` gave H1N1 NS1A inhibition -3%, M. tuberculosis 56%, PhoP GFP inhibition -7%, VEEV TC-83 Vero 0.1% and H37Rv inhibition -5%.
`S=C1NC2=C(C(c3ccc(Br)cc3)N1)N1CCC2CC1` (stereo unspecified) gave H1N1 NS1A inhibition -1%, M. tuberculosis 31%, PhoP GFP inhibition -4%, VEEV TC-83 Vero 0.8% and H37Rv inhibition -7%.
